# Screening data: PubChem BioAssay, Broad Institute
# DLD1 CTGF mRNA: YAP1 pathway inhibitors via CTGF transcript, primary screen, DLD1 colon cancer cells, RT-qPCR, single point (AID 743449) | DLD1 CTGF mRNA qPCR, 24 h; stronger effect = higher value | inhibition, % at 12.5 µM | 0.9% of 9,900 active;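 active = mean normalized replicate activity at least 50 and at least half of replicates each reaching 50; inconclusive = only one of the two criteria met; inactive = neither criterion met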;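 also: 0% = neutral control wells and 100% = dasatinib control wells; higher means stronger suppression of CTGF expression like dasatinib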
# Pax4 mRNA alpha TC1: activators of Pax4 gene expression, primary screen, RT-PCR, mouse alpha TC1 cells, single point (AID 1053180); mouse alpha TC1 cells, Pax4 mRNA qPCR, 6 days; stronger effect = higher value; 100% = Pax4 plasmid added at qPCR; activation, % at 10 µM; 0.2% of 9,600 active;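 active = highest normalized replicate activity of 15 or more, or at least half the replicates reach 15 or more; inactive = neither condition met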;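 also: pax4 Ct normalized to GAPDH with activation seen as lower delta delta Ct; plate controls were plate neutral control wells for no effect and Pax4 plasmid positive control for full effect; each compound tested in two replicate wells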
# Active calls of the source: *; ? = inconclusive; . = no result given.
# Values in the order: DLD1 CTGF mRNA, Pax4 mRNA alpha TC1
- CCCC#Cc1cnc2c(c1)C(=O)N([C@H](C)CO)C[C@@H](C)[C@@H](CN(C)C(=O)Nc1cc(F)ccc1F)O2
    7.5, 0.0
- CCCNC(=O)C[C@H]1CC[C@@H]2[C@H](COC[C@H](O)CN2C(=O)c2ccc(F)cc2)O1
    6.8, 0.1
- COc1ccc(C#Cc2cccc(-c3nc(C(=O)NCCCN4CCOCC4)cc4c3[C@@H](CCO)N(S(=O)C(C)(C)C)C4)c2)cc1OC (stereo not given in full)
    -82.6, 0.0
- O=C(NCC[C@H]1CC[C@H](NS(=O)(=O)Cc2ccccc2)[C@@H](CO)O1)C1CCCCC1
    -33.8, 0.0
- O=C(CC(F)(F)F)N1C[C@H]2[C@@H](c3ccccc31)[C@H](CO)N2Cc1cccnc1
    -23.5, 0.0
- CNC(=O)C[C@H]1CC[C@@H]2[C@H](COc3ccc(NC(=O)c4ccccc4F)cc3C(=O)N2C)O1
    6.9, 0.0
- O=C(CN1CCOCC1)N1CCCCN2[C@H](CO)[C@@H](c3ccc(Br)cc3)[C@H]2C1
    35.7, 0.0
- CCCC(=O)Nc1ccc2c(c1)OC[C@@H](C)N(CC1CCOCC1)C[C@H](C)[C@H](OC)CN(C)C2=O
    -6.5, 0.0
- C[C@@H]1CN([C@H](C)CO)S(=O)(=O)c2ccc(C#CC3(O)CCCC3)cc2O[C@@H]1CN(C)C(=O)Nc1cccc(F)c1
    -31.4, 0.1
- C[C@H](CO)N1C[C@H](C)[C@@H](CN(C)C(=O)[C@@H](Cc2ccccc2)N(C)C)OCc2ccccc2-c2c(n(C)c3ccccc23)C1=O
    -12.8, 0.0
- C[C@@H]1CN([C@H](C)CO)C(=O)c2cc(NS(=O)(=O)c3ccccc3)ccc2O[C@@H](C)CCCCO[C@H]1CN(C)C(=O)C1CCCCC1
    -0.7, 0.0
- CN1CCCCN2[C@H](CO)[C@@H](c3ccc(-c4ccc(F)cc4)cc3)[C@@H]2C1
    -73.5, 0.0
- CN(C)C(=O)c1ccc(-c2ccccc2[C@@H]2[C@H](C#N)N(C(=O)C3CC3)[C@H]2CO)cc1
    2.9, 0.0
- N#C[C@@H]1[C@H](c2ccccc2-c2cccc(F)c2)[C@H](CO)N1C(=O)CN1CCOCC1
    1.1, 0.0
- COCC(=O)NC[C@H]1[C@@H](c2ccccc2)[C@@H](CO)N1C(=O)c1ccccc1
    -6.0, 0.0
- CC(C)CC#Cc1ccc([C@@H]2[C@H](CO)N3C(=O)CN(S(=O)(=O)c4cccc(F)c4)C[C@@H]23)cc1
    -41.4, 0.0
- CO[C@H](CN(C)C(=O)c1ccc2c(c1)OCO2)[C@@H](C)CN([C@H](C)CO)S(=O)(=O)c1ccc(Cl)cc1
    9.0, 0.0
- COc1ccc(NC(=O)N(C)C[C@H]2Oc3ccc(NC(=O)Nc4cccc5ccccc45)cc3CC(=O)N([C@H](C)CO)C[C@@H]2C)cc1
    29.1, 0.0
- O=C(c1ccccn1)N1C[C@H]2[C@@H](c3ccccc31)[C@@H](CO)N2C(=O)Nc1ccccc1Cl
    -15.9, 0.0
- CCC(=O)N1[C@H](CO)[C@@H]2c3ccccc3N(C(=O)c3cnccn3)C[C@@H]21
    12.0, 0.0
- CO[C@H](CN(C)S(=O)(=O)c1cn(C)cn1)[C@H](C)CN(C(=O)Nc1ccc(C(F)(F)F)cc1)[C@@H](C)CO
    0.6, 0.0
- O=C1NCCOCc2cn(nn2)CC[C@@H]1Cc1ccc(F)cc1
    10.4, 0.0
- COc1ccc2c3c([nH]c2c1)[C@@H](CO)N(S(=O)(=O)c1ccccc1)CC31CCN(C)CC1
    37.3, 0.0
- O=C(CN1CCOCC1)N1CC(=O)N2[C@@H](CO)[C@H](c3ccc(-c4cccc(F)c4)cc3)[C@@H]2C1
    -9.4, 0.0
- C[C@H](CO)N1C[C@H](C)[C@@H](CN(C)Cc2cccc3c2OCCCO3)OCc2ccccc2-c2ccccc2C1=O
    -9.1, 0.0
- COC(=O)C[C@@H]1C[C@@H]2c3cc(N)ccc3O[C@@H]2[C@@H](CO)O1
    -36.3, 0.0
- COc1cccc(-c2cn(CC[C@H]3CC[C@@H](NS(=O)(=O)c4ccccc4Cl)[C@@H](CO)O3)nn2)c1
    -14.4, 0.0
- CO[C@@H](CN(C)Cc1ccc2c(c1)OCO2)[C@@H](C)CN(C(=O)Nc1ccc(F)cc1)[C@@H](C)CO
    -61.2, 0.0
- CO[C@@H]1CN(C)C(=O)c2cc(NC(=O)c3ccc(F)cc3)ccc2OC[C@H](C)N(C(=O)CC2CC2)C[C@@H]1C
    1.8, 0.0
- Cc1noc(C)c1NC(=O)Nc1ccc2c(c1)C(=O)N([C@H](C)CO)C[C@H](C)[C@H](CN(C)S(=O)(=O)c1cccs1)OCCCC[C@H](C)O2
    2.9, 0.0
- NCC[C@@H]1CC[C@@H](NC(=O)NC2CCCCC2)[C@H](CO)O1
    -25.1, 0.0
- Cc1ccccc1-c1ccc([C@@H]2[C@@H](CO)N3C(=O)CN(S(C)(=O)=O)C[C@H]23)cc1
    -17.3, 0.0
- CS(=O)(=O)N1[C@@H](C#N)[C@@H](c2ccc(C#Cc3cccc(F)c3)cc2)[C@@H]1CO
    28.0, 0.0
- CN1C(=O)c2cc(NC(=O)C3CCOCC3)ccc2OC[C@H]2O[C@@H](CC(=O)NCCc3ccncc3)CC[C@H]21
    -78.4, 0.0
- Cc1ccc(S(=O)(=O)N[C@H]2CC[C@@H](CC(=O)NCc3ccncn3)O[C@H]2CO)cc1
    ?, 0.0
- COc1ccc(C#Cc2ccc([C@H]3[C@H]4CN(C(=O)c5ccc(F)cc5)CC(=O)N4[C@H]3CO)cc2)cc1
    27.4, 0.0
- O=C(N[C@@H]1CC[C@@H](CCNS(=O)(=O)c2ccc(F)cc2)O[C@@H]1CO)C1CCC1
    11.2, 0.0
- COc1cccc(NC(=O)N2CC(=O)N3[C@H](C2)[C@H](c2ccc(C#CCC4CCCC4)cc2)[C@@H]3CO)c1
    10.1, 0.0
- CC(C)NC(=O)Nc1ccc2c(c1)C(=O)N([C@H](C)CO)C[C@@H](C)[C@H](CN(C)C(=O)C1CCCCC1)OCCCC[C@H](C)O2
    -3.3, 0.0
- COCC(=O)N1C[C@H]2[C@@H](c3ccccc31)[C@H](CO)N2Cc1cc(F)ccc1F
    7.4, 0.0

# Next part; it opens with the 3 that closed the last part.
# Values in the order: DLD1 CTGF mRNA, Pax4 mRNA alpha TC1
- COc1cccc(NC(=O)N2CC(=O)N3[C@H](C2)[C@H](c2ccc(C#CCC4CCCC4)cc2)[C@@H]3CO)c1
    10.1, 0.0
- CC(C)NC(=O)Nc1ccc2c(c1)C(=O)N([C@H](C)CO)C[C@@H](C)[C@H](CN(C)C(=O)C1CCCCC1)OCCCC[C@H](C)O2
    -3.3, 0.0
- COCC(=O)N1C[C@H]2[C@@H](c3ccccc31)[C@H](CO)N2Cc1cc(F)ccc1F
    7.4, 0.0
- O=C(C[C@H]1CC[C@@H]2NC[C@@H](O)COC[C@H]2O1)NC1Cc2ccccc2C1
    21.0, 0.1
- C[C@@H]1CN([C@@H](C)CO)C(=O)CCCn2nncc2CO[C@@H]1CN(C)C(=O)Nc1ccc2c(c1)OCCO2
    -4.7, 0.0
- O=C(O)C[C@@H]1C=C[C@H](NC(=O)Nc2cc(F)ccc2F)[C@@H](CO)O1
    ?, 0.0
- C[C@H]1CCCCO[C@@H](CN(C)C(=O)Nc2ccccc2)[C@@H](C)CN([C@@H](C)CO)C(=O)c2cc(NC(=O)Nc3ccccc3)ccc2O1
    -19.9, 0.0
- O=C(C[C@@H]1CC[C@@H]2[C@H](COC[C@@H](O)CN2C(=O)Nc2ccc(F)cc2)O1)NC1CCC1
    -35.1, 0.1
- O=C(C[C@H]1CC[C@H](NC(=O)c2ccc(F)cc2)[C@H](CO)O1)NCCc1ccccc1
    -2.4, 0.0
- COc1cccc(-c2ccc([C@@H]3[C@H](CO)N4C(=O)CN(C(=O)c5cccnc5)C[C@@H]34)cc2)c1
    9.7, 0.0
- C[C@@H]1CN([C@H](C)CO)C(=O)Cc2cc(NS(=O)(=O)c3ccc(Cl)cc3)ccc2O[C@H]1CN(C)C(=O)Nc1ccc(C(F)(F)F)cc1
    -4.1, 0.0
- COc1ccc(-c2cccc(-c3nc(C(=O)N(C)C)cc4c3[C@H](CCO)N([S@@](=O)C(C)(C)C)C4)c2)cc1
    -23.3, 0.0
- COc1ccc(S(=O)(=O)Nc2cccc3c2O[C@H](CN(C)CC2CCCCC2)[C@H](C)CN([C@@H](C)CO)C3=O)cc1
    -25.6, 0.0
- O=C(C[C@@H]1CC[C@@H]2NC[C@@H](O)COC[C@H]2O1)NCCc1ccncc1
    15.4, 0.0
- COCC(=O)N1[C@H](CO)[C@@H](c2ccccc2)C12CN(C(=O)c1ccccc1)C2
    -0.9, .
- O=C(C[C@@H]1C[C@H]2c3cc(NS(=O)(=O)c4ccccc4)ccc3O[C@H]2[C@H](CO)O1)N1CCOCC1
    -5.7, 0.0
- O=C(NCC1CC1)[C@@H]1[C@@H](CO)[C@@H]2Cn3c(ccc(C4=CCCC4)c3=O)[C@@H]2N1C(=O)C1CC1
    -0.9, 0.0
- COc1cccc(C(=O)Nc2ccc3c(c2)C(=O)N(C)[C@H]2CC[C@@H](CC(=O)NCc4ccc(F)cc4)O[C@@H]2CO3)c1
    -80.4, 0.0
- O=C(NCC1CC1)[C@H]1[C@H](CO)[C@H]2Cn3c(ccc(-c4ccccc4F)c3=O)[C@@H]1N2Cc1cncnc1
    -23.3, 0.0
- CN(C)C(=O)c1cccc(-c2ccc(C3[C@H]4CNC[C@@H]3N4S(=O)(=O)Cc3ccccc3)cc2)c1 (stereo not given in full)
    -2.9, 0.0
- CCc1cnc(N2[C@@H](C#N)[C@H](c3ccc(C#Cc4ccccc4F)cc3)[C@@H]2CO)s1
    -84.0, 0.0
- C[C@@H]1CN([C@H](C)CO)C(=O)c2c(c3ccccc3n2C)-c2ccccc2CO[C@H]1CN(C)C(=O)[C@@H](Cc1ccccc1)N(C)C
    -30.0, 0.0
- CN1c2ccc(Br)cc2[C@H]2[C@H](CCN2C(=O)Nc2cccc(F)c2)[C@@H]1CO
    13.8, 0.0
- COc1cccc(S(=O)(=O)N2C[C@H](O)COC[C@H]3O[C@H](CC(=O)NCCCN4CCOCC4)CC[C@@H]32)c1
    -6.0, 0.0
- N#C[C@@H]1[C@H](c2ccccc2-c2ccccc2)[C@@H](CO)N1C(=O)Cc1ccncc1
    1.6, 0.0
- COc1ccc2c3c([nH]c2c1)[C@@H](CO)N(C(=O)C1CCCCC1)CC31CN(S(C)(=O)=O)C1
    -10.5, 0.0
- O=C(C1CCC1)N1CCCCN2[C@H](CO)[C@H](c3ccc(-c4ccncc4)cc3)[C@@H]2C1
    -6.8, 0.0
- COc1ccc(NC(=O)Nc2cccc3c2O[C@H](CN(C)Cc2ccc(C(=O)O)cc2)[C@H](C)CN([C@@H](C)CO)C3=O)cc1
    0.6, 0.0
- CO[C@H]1CC[C@@H]2CCOc3c(C#N)cccc3C(=O)N(C)CCCC(=O)N(C)C[C@@H]1O2
    -3.5, 0.0
- CNC[C@@H]1Oc2ccc(NS(=O)(=O)c3ccc(OC)cc3)cc2C(=O)N([C@H](C)CO)C[C@H]1C
    30.6, 0.0
- C[C@H](CO)N1C[C@H](C)[C@H](CN(C)Cc2ccc(C(=O)Nc3ccccc3N)cc2)OCc2cnnn2CCCC1=O
    -104.8, 0.0
- COc1ccccc1NC(=O)N[C@H]1CC[C@@H](CCNS(=O)(=O)c2ccc(Cl)cc2)O[C@H]1CO
    ?, 0.0
- Cc1noc(C)c1NC(=O)N(C)C[C@@H]1OCCCC[C@H](C)Oc2ccc(NC(=O)Nc3ccc(C(F)(F)F)cc3)cc2C(=O)N([C@@H](C)CO)C[C@H]1C
    -6.4, 0.0
- O=C(Nc1ccccc1)N1CC(=O)N2[C@H](CO)[C@@H](c3ccc(C#CC4CCCCC4)cc3)[C@@H]2C1
    -14.6, 0.0
- COCCNC(=O)C[C@@H]1CC[C@H]2[C@@H](COc3ccc(NS(=O)(=O)c4ccc(Cl)cc4)cc3C(=O)N2C)O1
    -80.1, 0.0
- CO[C@H]1CC[C@@H]2CCOc3c(C#N)cccc3C(=O)N(C)C[C@H](c3ccccc3)CC(=O)N(C)C[C@H]1O2
    -6.0, 0.0
- O=C(C[C@H]1CC[C@H]2NC[C@H](O)COC[C@@H]2O1)Nc1ccc(-c2ccccc2)cc1
    -14.6, 0.0
- O=C(NC[C@H]1[C@@H](c2ccccc2)[C@H](CO)N1C(=O)Cc1ccncc1)C1CCC1
    -21.2, 0.0
- COc1ccc(C[C@@H]2CCn3nncc3COC[C@@H](CC(C)C)NC2=O)cc1
    -14.6, 0.0
- N#Cc1cccc(-c2ccc([C@@H]3[C@@H](CO)N4CCCCN(Cc5ccccc5F)C[C@@H]34)cc2)c1
    -17.6, 0.0
- C[C@@H]1CCCCO[C@@H](CN(C)C(=O)Nc2ccc(C(F)(F)F)cc2)[C@H](C)CN([C@@H](C)CO)C(=O)c2cc(NS(=O)(=O)c3cn(C)cn3)ccc2O1
    -35.7, 0.0
- COc1ccccc1NC(=O)N1C[C@@H](O)COC[C@H]2O[C@H](CC(=O)N3CCC(Cc4ccccc4)CC3)CC[C@@H]21
    -23.5, 0.0
- CN(C)CCCNC(=O)C[C@H]1CC[C@H]2[C@@H](COC[C@@H](O)CN2CC2CC2)O1
    -24.9, 0.0
- COCC#Cc1ccc2c(c1)O[C@@H](CN(C)C(=O)C1CCOCC1)[C@@H](C)CN([C@H](C)CO)S2(=O)=O
    2.2, 0.0

# An excerpt; rates above refer to the full screens.
